IDH1 mut inh – inhibitors of IDH1 R132H reductase, primary screen, biochemical, plate reader, single point. Isocitrate dehydrogenase [NADP] cytoplasmic (Homo sapiens), O75874. diaphorase/resazurin fluorescence, 60 min. inhibition, % at 10 µM. 70,000 compounds, 0.18% hits; in the data active = inhibition above about 34%;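 also: 0% = DMSO and 100% = no enzyme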
Target sequence (O75874 whole entry R132H): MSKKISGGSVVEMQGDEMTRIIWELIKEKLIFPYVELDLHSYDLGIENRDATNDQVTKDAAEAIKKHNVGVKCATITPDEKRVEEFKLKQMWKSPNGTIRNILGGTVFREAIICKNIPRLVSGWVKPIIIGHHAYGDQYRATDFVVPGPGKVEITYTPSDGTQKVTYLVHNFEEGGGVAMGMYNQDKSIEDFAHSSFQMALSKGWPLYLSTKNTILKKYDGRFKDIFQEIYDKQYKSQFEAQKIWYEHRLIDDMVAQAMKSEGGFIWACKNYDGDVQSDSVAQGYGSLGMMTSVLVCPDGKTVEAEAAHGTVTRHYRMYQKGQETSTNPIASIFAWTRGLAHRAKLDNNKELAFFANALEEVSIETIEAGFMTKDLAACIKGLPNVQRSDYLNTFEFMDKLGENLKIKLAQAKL
EZH2 inh – EZH2/PRC2 methyltransferase inhibitors, primary screen, biochemical, DELFIA time-resolved fluorescence, single point. Histone-lysine N-methyltransferase EZH2 (Homo sapiens), Q15910. PRC2 H3K27 methylation, DELFIA TRF, 1 h. inhibition, % at 12.5 µM. 57,000 compounds, 0.35% hits. AID 651548, 2012;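 active = mean inhibition of replicates at least 50% and every single replicate also reaching 50%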;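 also: dimethyl H3K27 on biotinylated H3 21-44 peptide detected by antibody; plate controls were median neutral control wells for no effect and median positive control wells for full effect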
Starred values were filed as active, the others as inactive; / = no result given.

SMILES	IDH1 mut inh	EZH2 inh
CN(Cc1nc2ccccc2n1C)S(=O)(=O)c1ccc(F)cc1	2.9	/
CCC(=O)Nc1ccc2c(c1)C(=O)N(C)C[C@@H](OC)[C@@H](C)CN(Cc1cccc(F)c1)[C@H](C)CO2	-0.1	3.0
COc1ccc(C#Cc2cnc3c(c2)C(=O)N([C@H](C)CO)C[C@H](C)[C@H](CN(C)C)O3)cc1OC	-1.0	-21.3
COc1ccc(S(=O)(=O)N(C)C[C@@H]2Oc3ccc(NC(=O)CCN4CCOCC4)cc3C(=O)N([C@@H](C)CO)C[C@H]2C)cc1	-1.6	/
C[C@@H]1CN([C@@H](C)CO)S(=O)(=O)c2ccc(C#Cc3cccc(F)c3)cc2O[C@H]1CN(C)C	-1.7	-6.3
C[C@@H]1CN([C@H](C)CO)C(=O)c2cccc(NS(=O)(=O)c3ccccc3)c2O[C@@H]1CN(C)C(=O)Nc1ccccc1	-3.7	2.1
C[C@H](CO)N1C[C@H](C)[C@@H](CN(C)C(=O)Nc2ccc(F)cc2)OCCCC[C@H](C)Oc2ccc(N(C)C)cc2C1=O	-0.3	0.6
O=C(N[C@H]1CC[C@@H](CCNS(=O)(=O)c2ccccc2)O[C@H]1CO)c1cccnc1	-0.2	-2.3
C[C@H]1CN([C@@H](C)CO)C(=O)c2cc(C#CCN(C)C)cnc2O[C@@H]1CN(C)C(=O)Cc1ccncc1	-0.3	/
C/C=C/c1cnc2c(c1)C(=O)N([C@H](C)CO)C[C@H](C)[C@H](CN(C)C(=O)Nc1ccccc1F)O2	0.6	-3.3
C[C@H](CO)N1C[C@H](C)[C@H](CN(C)C(=O)Nc2ccc3c(c2)OCO3)Oc2c(NC(=O)Nc3cccc4ccccc34)cccc2C1=O	0.7	/
Cc1ccc(S(=O)(=O)Nc2cccc3c2O[C@H](CN(C)C(=O)Nc2ccccc2)[C@@H](C)CN([C@@H](C)CO)C3=O)cc1	-4.1	0.6

Of the compounds above, 6 have sulfur.
SMILES	IDH1 mut inh	EZH2 inh
CN(Cc1nc2ccccc2n1C)S(=O)(=O)c1ccc(F)cc1	2.9	/
COc1ccc(S(=O)(=O)N(C)C[C@@H]2Oc3ccc(NC(=O)CCN4CCOCC4)cc3C(=O)N([C@@H](C)CO)C[C@H]2C)cc1	-1.6	/
C[C@@H]1CN([C@@H](C)CO)S(=O)(=O)c2ccc(C#Cc3cccc(F)c3)cc2O[C@H]1CN(C)C	-1.7	-6.3
C[C@@H]1CN([C@H](C)CO)C(=O)c2cccc(NS(=O)(=O)c3ccccc3)c2O[C@@H]1CN(C)C(=O)Nc1ccccc1	-3.7	2.1
O=C(N[C@H]1CC[C@@H](CCNS(=O)(=O)c2ccccc2)O[C@H]1CO)c1cccnc1	-0.2	-2.3
Cc1ccc(S(=O)(=O)Nc2cccc3c2O[C@H](CN(C)C(=O)Nc2ccccc2)[C@@H](C)CN([C@@H](C)CO)C3=O)cc1	-4.1	0.6

Further structures follow.
SMILES	IDH1 mut inh	EZH2 inh
COCCNC(=O)C[C@H]1C=C[C@@H](NC(=O)NC2CCCC2)[C@H](CO)O1	0.1	3.7
C[C@@H]1CN([C@@H](C)CO)C(=O)CCCn2cc(nn2)CO[C@H]1CN(C)C(=O)NC1CCCCC1	/	-2.8
CO[C@H](C(=O)N(C)C[C@@H]1OCc2ccccc2-c2ccccc2C(=O)N([C@@H](C)CO)C[C@@H]1C)c1ccccc1	/	2.6
C=CCOC(=O)[C@@H]1[C@H]2C(=O)O[C@H](c3ccccc3)[C@H](c3ccccc3)N2[C@H](c2ccc(OCCOC(=O)[C@@H]3C[C@@H]4C(=O)NCC(=O)N4[C@@H]3c3ccc(O)cc3)cc2)[C@@]12C(=O)Nc1ccc(I)cc12	0.2	-20.0
C[C@@H]1CN([C@@H](C)CO)C(=O)c2cc(NC(=O)CCC(F)(F)F)ccc2O[C@H]1CN(C)C	-0.2	4.2
Cc1cccc(OCC(=O)Nc2ccc(Cl)c(-c3nc4ccc(C)cc4o3)c2)c1	0.1	10.8
CC(C)NC(=O)N(C)C[C@H]1Oc2ccc(NS(=O)(=O)c3cccs3)cc2CC(=O)N([C@@H](C)CO)C[C@H]1C	-1.0	/
CC(C)NC(=O)N(C)C[C@@H]1Oc2c(NS(C)(=O)=O)cccc2C(=O)N([C@@H](C)CO)C[C@@H]1C	/	-2.4
Cc1ccc(-c2csc3ncn(CC(=O)Nc4ccc(F)c(Cl)c4)c(=O)c23)cc1C	-0.5	0.5
COc1ccc(S(=O)(=O)Nc2ccc3c(c2)C(=O)N([C@H](C)CO)C[C@H](C)[C@@H](CN(C)S(=O)(=O)c2ccc(F)cc2)OCCCC[C@H](C)O3)cc1	-1.0	/
C[C@@H]1CN([C@H](C)CO)C(=O)c2cc(N(C)C)ccc2O[C@@H](C)CCCCO[C@@H]1CN(C)Cc1ccc2c(c1)OCO2	/	-2.9
Cc1ccc(S(=O)(=O)N(C)C[C@H]2Oc3ccc(NC(=O)Nc4ccc(F)cc4)cc3CC(=O)N([C@@H](C)CO)C[C@@H]2C)cc1	-5.9	-23.9

Arranged by SMILES length (highest first): some entries from above.
SMILES	IDH1 mut inh	EZH2 inh
C[C@@H]1CN([C@H](C)CO)C(=O)c2cccc(NS(=O)(=O)c3ccccc3)c2O[C@@H]1CN(C)C(=O)Nc1ccccc1	-3.7	2.1
C/C=C/c1cnc2c(c1)C(=O)N([C@H](C)CO)C[C@H](C)[C@H](CN(C)C(=O)Nc1ccccc1F)O2	0.6	-3.3
C[C@@H]1CN([C@@H](C)CO)C(=O)c2cc(NC(=O)CCC(F)(F)F)ccc2O[C@H]1CN(C)C	-0.2	4.2

Carrying on:
SMILES	IDH1 mut inh	EZH2 inh
COc1ccc(NC(=O)N(C)C[C@@H]2OCc3ccccc3-c3ccccc3C(=O)N([C@@H](C)CO)C[C@@H]2C)cc1	/	-38.6
O=C(NCC[C@H]1CC[C@H](NS(=O)(=O)Cc2ccccc2)[C@@H](CO)O1)C1CC1	-0.4	0.0
C[C@H]1CN([C@@H](C)CO)C(=O)c2cc(NC(=O)NC3CCCCC3)ccc2O[C@H]1CN(C)C(=O)Nc1ccc2c(c1)OCO2	0.2	/
C[C@H]1CN([C@@H](C)CO)C(=O)Cc2cc(NC(=O)NC3CCCCC3)ccc2O[C@H]1CN(C)S(=O)(=O)c1cccs1	1.5	/
O=C(O)CCCC(=O)Nc1ccccc1	-0.2	-3.7
CC(C)c1cn(CC[C@H]2CC[C@H](NC(=O)C3CCCC3)[C@H](CO)O2)nn1	-0.8	3.3
CC(C)NC(=O)N(C)C[C@H]1OCCCC[C@@H](C)Oc2ccc(NC(=O)CCC(F)(F)F)cc2C(=O)N([C@@H](C)CO)C[C@@H]1C	4.2	-7.9
Cc1c(-n2c(/C=C\c3ccc([N+](=O)[O-])o3)nc3ccccc3c2=O)c(=O)n(-c2ccccc2)n1C	-0.6	-11.1
C[C@H]1CN([C@@H](C)CO)C(=O)Cc2cc(NS(=O)(=O)c3ccc(Cl)cc3)ccc2O[C@H]1CN(C)S(=O)(=O)c1ccc(F)cc1	0.4	/
Cc1ccc(NC(=O)CSc2nc3sc(C)c(C)c3c(=O)n2-c2ccc(C)c(C)c2)cc1	1.1	14.6
C[C@@H]1CN([C@H](C)CO)C(=O)Cc2cc(NC(=O)Nc3ccc4c(c3)OCO4)ccc2O[C@H]1CN(C)S(=O)(=O)c1cccs1	1.1	/
CO[C@H]1CN(C)C(=O)c2cc(NC(=O)NC(C)C)ccc2OC[C@H](C)N(C(=O)CN(C)C)C[C@@H]1C	0.0	3.5
Cc1ccc([N+](=O)[O-])cc1NC(=O)CSc1nnc(-c2ccncc2)n1-c1ccccc1	0.1	5.1
COc1ccc(S(=O)(=O)N(C)C[C@@H]2Oc3ccc(NS(=O)(=O)c4ccc(C)cc4)cc3CC(=O)N([C@@H](C)CO)C[C@@H]2C)cc1	0.1	/
C/C=C/c1cnc2c(c1)C(=O)N([C@H](C)CO)C[C@@H](C)[C@@H](CN(C)C(=O)Cc1ccccn1)O2	-1.7	-4.4
CCn1c(SCC(=O)N2CCOCC2)nnc1-c1c[nH]c2ccccc12	0.1	2.7
COc1cccc(CNC(=O)C[C@@H]2CC[C@@H](NS(=O)(=O)c3ccccc3OC)[C@H](CO)O2)c1	-0.3	4.3
Cn1c(CN2C(=O)CSc3ccc(C(F)(F)F)cc32)nnc1SCc1ccccc1	0.8	-6.8
C[C@@H]1CN([C@H](C)CO)C(=O)Cc2cc(NC(=O)c3ccncc3)ccc2O[C@@H]1CN(C)S(=O)(=O)c1ccccc1	-2.5	/
O=C(COc1ccccc1)Nc1ccc2oc(-c3cccc(Cl)c3)nc2c1	0.0	1.2
C[C@H](CO)N1C[C@H](C)[C@@H](CN(C)C(=O)Nc2ccc3c(c2)OCO3)Oc2ncc(-c3cncnc3)cc2C1=O	4.6	/
COc1ccccc1NC(=O)N[C@@H]1CC[C@@H](CCNS(=O)(=O)c2ccc(Cl)cc2)O[C@H]1CO	0.1	28.1
C[C@H]1CN([C@@H](C)CO)C(=O)c2cc(C#CC3(O)CCCC3)cnc2O[C@H]1CN(C)C	-2.1	-0.2
CCCN1C[C@H](C)[C@@H](OC)CN(C)C(=O)c2cc(NC(=O)c3cnccn3)ccc2OC[C@H]1C	0.4	5.7
C[C@H]1CN([C@@H](C)CO)C(=O)CCCn2cc(nn2)CO[C@H]1CN(C)Cc1ccccc1	0.1	6.8
O=C(c1ccc(NCc2cccnc2)c([N+](=O)[O-])c1)N1CCCCC1	0.1	-6.1
C[C@H]1CN([C@@H](C)CO)C(=O)c2cccc(NC(=O)c3ccc(-c4nccs4)cc3)c2O[C@H]1CN(C)Cc1ccc(C(=O)O)cc1	-0.2	/
CCO[C@H]1OC(C(=O)NCc2ccccc2)=C[C@@H](C(C)(C)C)[C@@H]1CCCO	/	-6.0
C[C@@H]1CN([C@H](C)CO)S(=O)(=O)c2ccc(-c3ccncc3)cc2O[C@H]1CN(C)Cc1cncnc1	0.3	/
C[C@H]1CN([C@@H](C)CO)C(=O)c2cc(/C=C/c3ccccc3)cnc2O[C@@H]1CN(C)C(=O)NC1CCCCC1	-0.6	-18.6
C[C@H]1CN([C@@H](C)CO)C(=O)c2cc(NS(=O)(=O)c3ccc(Cl)cc3)ccc2O[C@H]1CN(C)S(=O)(=O)c1ccc(Cl)cc1	0.0	/
CCC(Sc1nc2ccccc2[nH]1)C(=O)Nc1ccc(NC(C)=O)cc1 (stereo unspecified)	-0.1	-17.6
C[C@H](CO)N1C[C@H](C)[C@@H](CN(C)C(=O)c2ccc(F)cc2)Oc2cc(Br)ccc2S1(=O)=O	/	-16.1
C[C@H]1CN([C@@H](C)CO)C(=O)Cc2cc(NS(C)(=O)=O)ccc2O[C@H]1CN(C)C(=O)Nc1ccc(C(F)(F)F)cc1	-0.4	-1.2
C[C@@H]1CN([C@@H](C)CO)C(=O)Cc2cc(NC(=O)Nc3ccc4c(c3)OCO4)ccc2O[C@H]1CN(C)S(=O)(=O)c1cccs1	0.0	/
C[C@@H]1CN([C@H](C)CO)C(=O)c2cc(C#C[C@@H](C)O)cnc2O[C@@H]1CN(C)Cc1cccc(F)c1	-1.0	-18.0
O=C(Nc1cccc(Cl)c1)c1ccc(NCc2ccco2)c([N+](=O)[O-])c1	0.1	17.3
C[C@@H]1CN([C@H](C)CO)C(=O)Cc2cc(NS(=O)(=O)c3ccc(Cl)cc3)ccc2O[C@H]1CN(C)Cc1ccccc1	0.0	4.6
CO[C@@H](CN(C)C(=O)c1ccc2c(c1)OCO2)[C@@H](C)CN([C@H](C)CO)S(=O)(=O)c1ccc(C)cc1	-0.4	1.7
C[C@H](CO)N1C[C@H](C)[C@@H](CN(C)C(=O)c2ccncc2)Oc2cc(/C=C/c3ccccc3)ccc2S1(=O)=O	-0.5	-9.0
C[C@H](CO)N1C[C@H](C)[C@@H](CN(C)Cc2ccccc2)Oc2c(NC(=O)Nc3ccc4c(c3)OCO4)cccc2C1=O	/	-5.5
O=C(C[C@@H]1C[C@@H]2c3cc(NC(=O)c4ccc5c(c4)OCO5)ccc3O[C@@H]2[C@@H](CO)O1)NCc1ccc(Oc2ccccc2)cc1	0.0	-14.4
CO[C@H]1CN(C)C(=O)c2cc(NS(=O)(=O)c3cn(C)cn3)ccc2OC[C@@H](C)N(Cc2cccc(F)c2)C[C@H]1C	0.4	16.1
CC(C)(C)OC(=O)CC[C@@]12N=C(c3ccc(OCCCO)cc3)O[C@@H]1c1ccccc1CN(Cc1ccccc1)C2=O	0.3	14.6
C[C@@H]1CCCCO[C@H](CN(C)S(=O)(=O)c2cccs2)[C@@H](C)CN([C@H](C)CO)C(=O)c2cc(NC(=O)C3CCCCC3)ccc2O1	2.3	/
C/C=C/c1ccc2c(c1)O[C@@H](CN(C)C(=O)NCCC)[C@H](C)CN([C@@H](C)CO)S2(=O)=O	0.2	10.8
CCNC(=O)C[C@H]1C=C[C@H](NC(=O)NC2CCCCC2)[C@H](CO)O1	0.4	5.4
NC(=O)CSCC(=O)Nc1ccccc1F	0.3	5.6
CCC(=O)N(C)C[C@H]1Oc2cc(-c3cccnc3)ccc2S(=O)(=O)N([C@@H](C)CO)C[C@@H]1C	-0.5	12.6
C[C@H]1CN([C@@H](C)CO)C(=O)c2cc(NC(=O)Cc3cn(C)c4ccccc34)ccc2O[C@@H]1CN(C)S(C)(=O)=O	-35.8	0.9
C[C@@H]1CN([C@H](C)CO)C(=O)Cc2cc(NC(=O)C3CCCCC3)ccc2O[C@@H]1CN(C)CC1CCCCC1	0.4	/
C#C[C@]1(O)CC[C@H]2[C@@H]3CCC4=Cc5oncc5C[C@]4(C)[C@H]3CC[C@@]21C	0.5	-8.8
C[C@@H]1CN([C@H](C)CO)C(=O)c2cc(C#Cc3ccncc3)cnc2O[C@H]1CN(C)C(=O)c1ccccc1F	0.3	-0.5
CNC[C@@H]1OCc2cnnn2CCCC(=O)N([C@@H](C)CO)C[C@@H]1C	/	10.9

Only part of the results is shown; the hit share may differ from the screen's.
